# BRCA1 expr up – increases BRCA1 expression; MCF7-BRCA1-FFLuc reporter, luminescence, 48 h; response scale: scaled: vehicle 0%, 10 µM genistein 100%; Potency, µM (doses to about 46.1 µM), without a hit: top-dose activation, most hits filed as activators; 380,000 compounds, 1.1% hits; note: potency is the fitted concentration of half-maximal effect; nearly all actives have a fitted effect of over 80% in size; some results filed as inactive show a strong effect at the top dose
#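 Activators of BRCA1 expression were detected as increased firefly luciferase luminescence in engineered MCF7 cells after 48 h compound incubation. Signals were scaled to genistein 10 microM as full activation.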
# TSG101-PTAP inh – blocks PTAP/TSG101 interaction to inhibit HIV-1 budding; Q99816; Fluorescence polarization, FITC-PTAP peptide / Tsg101 binding; Potency, µM (titrated, usually from 115 µM), inactives show top-dose activity change, negative = inhibition, most hits filed as inhibitors; 340,000 tested, under 10 active; AID 493005; active = well fitted inhibition curve with a large enough effect in the main read-out, with a control signal flat, not every such curve was filed as active; inconclusive = small, poorly fitted or top-dose-only effect, or effect the other way, or a change in a side signal; inactive = no such curve, though single readings can be large or run the other way; note: potency is the fitted concentration of half-maximal effect; % of control where 0% means no effect
#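 Steps: Tsg101 binding domain dispensed (10 uM final), compounds pinned in DMSO, FITC-labeled PTAP-motif peptide added (50 nM final); after 20 min binding at room temperature, polarization measured.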
# TRPV1 ag – human TRPV1 agonism | TRPV1-expressing cells, Fluo-8 calcium influx, agonist mode | activation, % at 8.33 µM | 320,000 compounds, 0.19% hits; in the data active = activation above about 80%; inconclusive = between about 30% and that limit; note: 0% is about no effect
#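 Cells expressing TRPV1 were dye-loaded with Fluo-8 and read kinetically: 10 s baseline, 3 min after compound (agonist portion), then 2 min after EC20 capsaicin (allosteric enhancer portion). Calcium-bound dye fluorescence at 480/520 nm.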
# Integrin act MD – integrin-mediated muscular dystrophy alleviation activation. alpha7betagal myoblasts, beta-gal FDG fluorescence, 48 h. Potency, µM (series often up to 38.3 µM), inactives show top-dose activation, usual class: activators. 350,000 compounds, 0.064% hits;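 note: potency is the fitted concentration of half-maximal effect; 100% = response of the positive control SU9516; nearly all actives have a fitted effect of over 60% in size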
#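 Alpha7betagal+/- myoblasts (passage 13) were plated 16-24 hr, then exposed to compounds (1:260 dilution of DMSO stock) for 48 hours at 37C. After MPER lysis, β-galactosidase reporter activity was read as FDG fluorescence (ex 480/em 540) after 30 minutes.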
# ELG1 repair inh – ELG1-dependent DNA repair inhibition | HEK293T ELG1-luciferase reporter, luminescence, 16 h; DNA damage induced by 5-fluorouridine | Potency, µM (top dose mostly 46.1 µM), without a hit: at the highest dose activity change, negative = inhibition, hits mostly inhibitors | 330,000 compounds, 2.3% hits | AID 504467; note: potency is the fitted concentration of half-maximal effect; % is set by controls: 0 for no effect and ±100 for the full control effect; nearly all actives have a fitted effect of over 55% in size
#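 DMSO vehicle served as the neutral condition. Each well held 2,000 cells given 5-fluorouridine plus compound; after 16 hr at 37 °C/5% CO2, ONE-Glo was added and luciferase measured 30 min later.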
# AT treatment – potential ataxia-telangiectasia treatment. […] A-T fibroblasts, KAP-1 phosphorylation AlphaLISA; neocarzinostatin DNA damage 30 min before lysis. Potency, µM (top dose mostly 57.5 µM), inactives show at the highest dose activation, most hits filed as activators. 320,000 compounds, 0.19% hits. AID 485349; note: potency is the fitted concentration of half-maximal effect; % of control where 0% means no effect; nearly all actives have a fitted effect of over 45% in size
#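 hTERT-immortalized A-T patient fibroblasts ([…]), 500 cells/well in OPTI-MEM, 1% FBS, got compounds for 60 min, then NCS for 30 min at 37C. Lysates were then assayed for phospho-KAP-1 by AlphaLISA (anti-pKAP1 donor, anti-KAP1 acceptor beads), 6 hr at 25C.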
# TCR activator – T cell receptor activation; primary human leukocytes, anti-CD3, IL-2 HTRF, 48 h; Potency, µM (highest dose often 9.22 µM), inactives show top-dose activation of IL-2 secretion, most hits filed as activators; 330,000 tested, under 10 active; AID 504894; note: % of control where 0% means no effect
#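 TCR engagement came from a-CD3 beads alone, with compounds added to primary human leukocytes for 48 hr. Secreted IL-2 bridged europium cryptate- and d2-labelled anti-IL-2 antibodies, giving FRET emission at 665nm after 320nm excitation.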
# p53 reactivator – restores transcriptional activity of mutant p53 | H1299 p53-A138V BP100-luciferase reporter, luminescence, 24 h | Potency, µM (doses to about 92.2 µM), for inactives: at the highest dose activity change, positive = activation, actives largely listed as activators | 320,000 compounds, 0.063% hits | AID 504706; note: potency is the fitted concentration of half-maximal effect; % of control where 0% means no effect; nearly all actives have a fitted effect of over 45% in size
#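 p53-null H1299 cells stably carrying temperature-sensitive p53-A138V and a BP100-luciferase reporter were pinned with compounds (4-point, 1:5 series) and held 24 hrs at 37 deg C. Luminescence was read 10 min after detection reagent.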
# B2AR arrestin – recruits beta-arrestin to the human beta2-adrenergic receptor; 330,000 compounds, 0.02% hits; AID 492947; Potency, µM (doses to about 46.1 µM), for inactives: top-dose activation, most hits filed as activators; beta-arrestin recruitment to beta2AR, cell-based reporter;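 note: potency is the fitted concentration of half-maximal effect; 0% = DMSO controls and full agonism = EC100 isoproterenol or metaproterenol; nearly all actives have a fitted effect of over 65% in size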
# CXXC DNA block – inhibitors of human MLL CXXC domain-DNA interaction; AID 2662; 290,000 compounds, 0.037% hits; Potency, µM (doses to about 115 µM), without a hit: at the highest dose activity change, negative = inhibition, actives largely listed as inhibitors; MLL-CXXC / FITC-HOXA9 DNA fluorescence polarization; active = well fitted inhibition curve with a large enough effect in the polarisation, with a control signal flat, not every such curve was filed as active; inconclusive = small, poorly fitted or top-dose-only effect, or effect the other way, or a change in a side signal; inactive = no such curve, though single readings can be large or run the other way; the % refers to the polarisation; note: potency is the fitted concentration of half-maximal effect
#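 Steps: dispense CXXC domain solution (7 uM) → pin compounds or unlabeled HOX-A9 DNA control → 5 min ambient → add FLSN-HOX-A9 solution (50 nM) → spin → 30 min ambient → fluorescence polarization. Tris pH 7.5/NaCl/DTT/BSA buffer.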
# * marks the source's active call; other numbers are inactive results; i = inactive; ? = inconclusive; / = not tested or not shown; [ ] = remark or other dose. Unless noted, calls come from the whole dose curve; as a rule, active = well fitted curve in the direction sought with a large enough effect; inconclusive = small, poorly fitted or top-dose-only effect, or another doubt; inactive = no such curve, though single readings can be large; an effect the other way counts as inactive or inconclusive. No enrichment for hits; any-hit rate near 3.8%.
# Under each structure: BRCA1 expr up, TSG101-PTAP inh, TRPV1 ag, Integrin act MD, ELG1 repair inh, AT treatment, TCR activator, p53 reactivator, B2AR arrestin, CXXC DNA block
CCOc1c(Cl)cc(CNCC(C)C)cc1OC
    2%, -2%, 12, -19%, 12%, -3%, 6%, -6%, 0.0%, -4%
Cc1cc(OCC(=O)Nc2ccc3oc(-c4ccncc4)nc3c2)ccc1Cl
    6%[1.84 µM], -9%, -1, 18%, /, /, 0%, /, /, 4%
Nc1nc(SCC(=O)Nc2cc(C(F)(F)F)ccc2N2CCOCC2)n[nH]1
    4%, -4%, 2, -10%, 12%, -3%, -2%, 0%, 0.3%, -6%
O=C(CSc1cccc[n+]1[O-])Nc1ccccc1Oc1ccccc1
    -11%, -1%, -1, -64%[inhibitor], -11%, 7%, 6%, -2%, ?, -23%
O=c1c(/C=C(\O)c2ccc(F)cc2)nc2ccccc2n1-c1ccccc1
    44%, ?, ?, 3%, 18%, 4%, -2%, 5%, 0.0%, ?
Cc1ccccc1NC(=O)C(=O)NC(C)CCc1ccccc1 (centres undefined)
    20%, -2%, 10, ?, ?, 7%, 3%[46.1 µM], 15%, -0.3%, 18%
O=[N+]([O-])c1ccc(S(=O)(=O)Nc2ccc3c(c2)OCCO3)cc1
    -2%, -6%, -4, 15%, -1%, -1%, 3%, /, 0.4%, -1%
COc1cccc(C(=O)OCC(=O)NC2CCCc3ccccc32)c1O (centres undefined)
    3%, 1%, 1, 5%, 18%, -2%, -1%, -1%, -0.7%, /
COc1cc(/C=C2\C(=O)ON=C2c2ccccc2)cc(OC)c1OC
    2%, -2%, -5, 5%, ?, 12%, -9%, -2%, -1.0%, -6%
Cc1ccc(C)c(OCCn2cc(C(=O)O)c3ccccc32)c1
    32%, 0%, 3, 12%, 15%, 4%, -6%, -2%, 0.1%, -2%

# By substructure, those above with an aryl methoxy group
# Under each structure: BRCA1 expr up, TSG101-PTAP inh, TRPV1 ag, Integrin act MD, ELG1 repair inh, AT treatment, TCR activator, p53 reactivator, B2AR arrestin, CXXC DNA block
CCOc1c(Cl)cc(CNCC(C)C)cc1OC
    2%, -2%, 12, -19%, 12%, -3%, 6%, -6%, 0.0%, -4%
COc1cccc(C(=O)OCC(=O)NC2CCCc3ccccc32)c1O (centres undefined)
    3%, 1%, 1, 5%, 18%, -2%, -1%, -1%, -0.7%, /
COc1cc(/C=C2\C(=O)ON=C2c2ccccc2)cc(OC)c1OC
    2%, -2%, -5, 5%, ?, 12%, -9%, -2%, -1.0%, -6%

# (continued)
# Under each structure: BRCA1 expr up, TSG101-PTAP inh, TRPV1 ag, Integrin act MD, ELG1 repair inh, AT treatment, TCR activator, p53 reactivator, B2AR arrestin, CXXC DNA block
O=C(CCc1c[nH]c2ccccc12)N[C@@H](Cc1c[nH]c2ccc(O)cc12)C(=O)O
    31%, -2%, 4, 32%, 3%, -6%, -3%, 5%, -0.6%, -14%
COc1ccc(NC(=O)CN(C)S(=O)(=O)c2cnc[nH]2)cc1Cl
    8%, 0%, 1, ?, 9%, 1%, -2%, -1%, -0.1%, -4%
O=C(N/N=C/c1ccccc1OC(F)F)NC1CCCCC1
    -23%, 0%, 1, -7%, 5%, 1%, 3%, 6%, 0.0%, -9%
Cc1csc(NC(=O)CSc2ccc3nnc(CCNS(=O)(=O)c4ccccc4)n3n2)n1
    4%, -4%, -4, 25%, 12%, 5%, 8%[46.1 µM], -2%, -0.2%, 8%
Cc1cc(=O)oc2cc(OC(=O)C3CCN(C(=O)c4ccc(F)cc4)CC3)ccc12
    21%, -4%, -4, 0%, 7%, 5%, 3%, -1%, -0.3%, /
CCCN1CCC(=O)N([C@H](COc2ccccc2)c2ccccc2)CC1
    -23%, 4%, 18, -28%, ?, /, -1%, /, 0.0%, 7%
c1cn2c(Nc3ccc4c(c3)OCCO4)c(-c3ccc(N4CCOCC4)cc3)nc2cn1
    76%, 0%, 1, -16%, ?, -5%, -3%, 7%, -0.6%, -7%
N#CCSc1ccsc1C(=O)Nc1ccc(F)cc1
    7%, -5%, -2, ?, ?, 4%, /, ?, 0.1%, 12%
CCCCCCCCCC(=O)NNC(=O)c1c(O)c2ccccc2n(CC)c1=O
    -14%, -3%, 1, -5%, -10%, 4%, 0%, 0%, -0.6%, 2%
COc1cccc(NC(=S)N(Cc2ccc(C(=O)O)cc2)Cc2ccc(OC)c(OC)c2)c1
    4%, -3%, -3, -14%, 10%, 1%, -3%, 0%, -0.3%, -1%
CCc1cccc(OCCCCN(CC)CC)c1
    -3%, -1%, -4, -11%, 0%, 0%, 2%, -4%, -0.2%, 16%
Cc1cc(C)nc(N2CCCC(C(=O)NCCC3=CCCCC3)C2)n1 (centres undefined)
    -21%, /, -2, -7%, -1%, 4%, /, 12%, -0.5%, -12%
O=C(NC(Nc1nc2ccccc2s1)(C(F)(F)F)C(F)(F)F)c1ccccc1
    71%, 0%, -2, 22%, 4%, 5%, /, 5%, 0.5%, 0%
COc1ccc(CC(=O)NNS(=O)(=O)c2ccc(F)cc2)cc1
    0%, -10%, -3, -11%, ?, -4%, 2%, 0%, -0.2%, 0%
O=C(CSCc1ccccn1)Nc1ccccc1
    28%, -12%, 1, -6%, ?, 1%, 0%, 13%, -0.6%, 3%
CC(C)(C)CN1CCNC(=O)C1CC(=O)NCCN1CCCc2ccccc21 (centres undefined)
    0%, -4%, -2, -23%, 0%, -8%, /, -4%, -0.7%, -11%
CC(C)(CNc1ccc(S(=O)(=O)C(F)(F)F)cc1[N+](=O)[O-])N1CCOCC1
    -41%, -4%, 4, 9%, 19%, 13%, 7%, 14%, -0.8%, -9%
COc1ccc(/C=N/c2oc(-c3ccccc3)cc2C#N)cc1
    69%, -1%, 0, -6%, ?, -6%, 5%, -1%, -0.1%, 0%
Cc1cccc(NC(=O)c2cccc(NS(=O)(=O)c3ccc(Cl)cc3)c2)c1
    11%, 1%, 12, -6%, -3%, 6%, 16%, -7%, 3.4%, -2%
Cc1ccc(S(=O)(=O)N(C)C)cc1NC(=S)NNC(=O)C1CC1
    4%, 0%, 3, 35%, 4%, /, -1%[46.1 µM], 9%, -1.2%, -8%

# Next compounds
Molecule | BRCA1 expr up | TSG101-PTAP inh | TRPV1 ag | Integrin act MD | ELG1 repair inh | AT treatment | TCR activator | p53 reactivator | B2AR arrestin | CXXC DNA block
CCOC(=O)CN1C(=O)NC(C)(c2ccc(OC(F)F)cc2)C1=O (centres undefined) | -10% | -6% | 8 | 23% | 1% | 2% | -5% | -5% | -0.1% | -6%
CC(C)c1cc(Br)ccc1OCCCN1C(=O)NC(C)(C)C1=O | -39% | -6% | ? | 2% | ? | / | 1% | -2% | -0.2% | 1%
CCOC(=O)c1cc2occc2n1CC(=O)NC1CCCCC1C (centres undefined) | 5% | -1% | 6 | -31% | -5% | -1% | 3%[46.1 µM] | -15% | 0.2% | -1%
COc1ccc(-c2nnc(SCC(=O)Nc3ccccc3)n2C)cc1 | -5% | 2% | 4 | 11% | 1% | 11% | -2% | 0% | -0.6% | -11%
CCOC(=O)COc1nc(-c2ccccc2)cc(-c2ccco2)c1C#N | -26% | -1% | 5 | -24% | 0% | ? | -9% | -1% | -0.6% | 13%
COc1ccc(-c2cc(=O)oc3c(C)c(OCC(=O)N[C@@H](Cc4ccc(O)cc4)C(=O)O)ccc23)cc1 | 3% | -2% | 0 | -7% | -6% | -3% | -2% | 8% | -0.9% | -22%
Cn1nnc(NC(=O)c2ccc([N+](=O)[O-])cc2Cl)n1 | 34% | -1% | 3 | 1% | 19% | 4% | 2% | 6% | -0.1% | 5%
O=C(O)c1cc(S(=O)(=O)NCc2ccco2)c(Cl)cc1Cl | 9% | -2% | -3 | 3% | 6% | 4% | 8% | 7% | -0.3% | -4%
CCn1c(SCC(=O)Nc2ccc3c(c2)c2ccccc2n3CC)nnc1-c1cnccn1 | -54% | -2% | 0 | -42%[inhibitor] | / | / | 0% | / | / | 1%
COc1ccc(CC(C(=O)Nc2cc(C)ccc2C)/C(N)=N/O)cc1 (centres undefined) | -15% | -5% | 0 | 2% | -13% | 5% | -6% | -6% | 0.2% | 1%
C/C(=C/CCC(C)[C@H]1CC[C@@]2(C)C3=C(CC[C@]12C)[C@@]1(C)CCC(=O)C(C)(C)[C@@H]1CC3)C(=O)O (some centres undefined) | -1% | -7% | 2 | 10% | 6% | -8% | 0% | -5% | -0.9% | 2%
CCCCn1c(C)cc2c(c1=O)C1O[C@](c3ccsc3)(Cc3ccccc31)O2 | / | / | i | / | / | -1%[11.5 µM] | / | / | 0.3%[9.22 µM] | 3%[23 µM]

# Bioassay records (PubChem BioAssay)
